CHO parental Ca – counter-screen: ATP calcium response change in parental CHO cells; 330,000 compounds, 0.63% hits; parental CHO-K1, ATP-induced calcium, Fluo-8 fluorescence; inhibition, % at 5.6 µM;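 active means inhibition above that plate's mean sample inhibition plus 3 SD, cut at about 26% in these data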;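 further: 0% = ATP-challenged DMSO wells and 100% = DMSO wells without ATP; some compounds past the cut are filed as inactive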
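Test system: untransfected parental CHO cell line; also added: ATP stimulus; dosing: 5.6 µM, single dose; signal: calcium-sensitive Fluo-8 fluorescence; measure: percent inhibition of ATP-evoked calcium rise, normalized to controls; benchmarks: low control ATP plus DMSO, high control DMSO only; replication: one well per compound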
M1 ag – human M1 muscarinic receptor agonism; CHO-K1 hM1, Fluo-8 calcium fluorescence, agonist mode; 0% DMSO, 100% acetylcholine EC100; 360,000 compounds, 0.33% hits; AID 588814; P11229; activation, % at 3 µM;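 active means activation above the run's mean compound activation plus 3 SD, cut at about 16% in these data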;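 further: peak over basal fluorescence ratio within a 140 s kinetic read after compound addition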
CHRM1 antagonist – blocks human M1 muscarinic receptor; CHO-K1 hM1, Fluo-8 calcium fluorescence, ACh EC80 antagonist; inhibition, % at 3 µM; 360,000 compounds, 1.3% hits; AID 588852;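 active means percent inhibition above its own plate's cutoff, namely the mean of that plate's compound wells plus 3 SD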;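 further: peak over basal fluorescence ratio during 140 s after agonist addition; 0% = ACh EC80 plus DMSO and 100% = DMSO alone without agonist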
V1R ag counter – V1a receptor agonism, counter-screen for OXTR agonists; 320,000 compounds, 0.25% hits; P37288; activation, % at 3 µM; CHO-V1R cells, Fluo-8 calcium fluorescence, agonist mode; 0% DMSO, 100% 3 nM vasopressin;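 active means activation above the mean activation of all tested compounds plus 3 SD, per screening run, cut at about 20% in these data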;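 further: signal is peak over basal fluorescence ratio across a 100 second FLIPR read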
Target sequence (P37288 whole entry, looked up): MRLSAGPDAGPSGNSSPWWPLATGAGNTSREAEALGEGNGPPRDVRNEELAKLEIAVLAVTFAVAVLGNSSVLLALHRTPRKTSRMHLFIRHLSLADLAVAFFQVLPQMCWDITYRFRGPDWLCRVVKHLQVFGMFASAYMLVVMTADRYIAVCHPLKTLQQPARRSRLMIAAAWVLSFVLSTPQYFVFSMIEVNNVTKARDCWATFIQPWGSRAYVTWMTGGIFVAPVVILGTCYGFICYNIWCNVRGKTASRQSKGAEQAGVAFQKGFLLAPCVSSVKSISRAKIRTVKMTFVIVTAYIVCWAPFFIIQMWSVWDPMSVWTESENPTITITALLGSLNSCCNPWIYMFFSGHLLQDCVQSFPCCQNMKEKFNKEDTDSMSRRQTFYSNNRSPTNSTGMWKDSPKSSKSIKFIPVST
TAAR1 agonist – agonists of human TAAR1 | Q96RJ0 | CHO RD-HGA16 TAAR1, Fluo-8 calcium fluorescence; vehicle wells 0%, saturating PEA agonist 100% | activation, % at 3 µM | 360,000 compounds, 0.99% hits | AID 624467;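 active means activation above the mean activation of all test compounds in the run plus 3 SD, cut at about 38% in these data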
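Test system: RD-HGA16 (CHO) cells co-expressing Gα16 and hTAAR1 / Benchmarks: DMSO vehicle as 0%, PEA at EC100 as 100% / Repeats: no replicates (n 1) / Measure: % activation from peak over basal fluorescence ratio, DMSO-to-PEA scaled / Timing: 17-24 h plating, Fluo-8 75 min 37 °C, 30 min RT / Technique: kinetic Fluo-8 calcium fluorescence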
CHRM1 PAM – potentiates human M1 receptor response to acetylcholine | P11229 | CHO-K1 hM1, Fluo-8 calcium fluorescence, ACh EC20; 0% = ACh EC20, 100% = maximal ACh | activation, % at 3 µM | 360,000 compounds, 0.088% hits | AID 588819; in the data active means activation above about 19%, passing the limit was not always enough
TAAR1 antagonist – human TAAR1 antagonism. CHO RD-HGA16 TAAR1, Fluo-8 calcium fluorescence, antagonist. inhibition, % at 3 µM. 360,000 compounds, 1.5% hits;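 active means inhibition above a per-plate cutoff, the mean inhibition of test compounds on that plate plus 3 SD, cut at about 49% in these data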;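 further: 0% = DMSO plus EC80 beta-PEA response and 100% = DMSO alone without agonist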
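Material: RD-HGA16 CHO cells with stable hTAAR1 and Gα16; Dosing: single nominal final test compound concentration of 3 µM; Schedule: seeding 17-24 h prior, 75-min 37 °C, 30-min RT dye loading; Detection: kinetic Fluo-8 calcium fluorescence measurement; Measure: % inhibition from peak post-agonist over basal fluorescence ratio; Benchmarks: vehicle and agonist controls.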
OXTR potentiate – human OXTR potentiation | AID 2445 | CHO-OTR cells, Fluo-8 calcium fluorescence, potentiator mode; 0% = oxytocin EC15, 100% = EC100 | activation, % at 3 µM | P30559 | 320,000 compounds, 0.061% hits;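 active means activation above that plate's cutoff, the mean activation of tested compounds plus 3 SD, cut at about 6.6% in these data, passing the limit was not always enough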;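 further: 100% uses oxytocin at 75 nM as the full agonist control; some results filed as inactive read as strong as hits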
Target sequence (P30559 whole entry, looked up): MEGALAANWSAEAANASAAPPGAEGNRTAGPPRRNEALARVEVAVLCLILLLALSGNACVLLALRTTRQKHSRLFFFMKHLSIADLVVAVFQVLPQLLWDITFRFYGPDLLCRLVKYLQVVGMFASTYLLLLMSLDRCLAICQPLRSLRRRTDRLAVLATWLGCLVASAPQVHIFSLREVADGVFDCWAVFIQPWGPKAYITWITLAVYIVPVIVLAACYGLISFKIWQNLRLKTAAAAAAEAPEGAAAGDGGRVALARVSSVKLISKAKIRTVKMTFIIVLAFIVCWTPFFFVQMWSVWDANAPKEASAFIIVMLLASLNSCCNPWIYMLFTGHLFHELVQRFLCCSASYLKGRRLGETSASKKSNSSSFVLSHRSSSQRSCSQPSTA
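System: human OTR in CHO cells / Also added: sub-maximal oxytocin, roughly EC15 / Control set: EC15 oxytocin low, 75 nM oxytocin high / Schedule: 6 min compound pre-incubation at room temperature, 100 s kinetic read / Compound: single-point 3.0 µM / Replication: singlicate / Technique: Fluo-8 calcium dye fluorescence / Read-out basis: % activation of max/min ratio relative to oxytocin controls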
OXTR ag – agonists of human oxytocin receptor. CHO-OTR cells, Fluo-8 calcium fluorescence; normalized: DMSO 0%, oxytocin 100%. activation, % at 3 µM. 320,000 compounds, 0.32% hits. AID 2435;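 active means activation above the mean of all tested compounds plus 3 SD, cutoff set per screening run, cut at about 20% in these data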;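 further: peak over basal fluorescence ratio from a 100 s FLIPR kinetic read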
The depositor's hits bear a star; nt = no result given.

Start of the listing, in advance, 3 compounds:
SMILES	CHO parental Ca	M1 ag	CHRM1 antagonist	V1R ag counter	TAAR1 agonist	CHRM1 PAM	TAAR1 antagonist	OXTR potentiate	OXTR ag
Cn1c(=O)c2c(ncn2Cc2cc(-c3ccccc3)no2)n(C)c1=O	-10	-1	-7	7.1	8	2	12	-15	8.4
CC(OC(=O)c1ccc(NC(=O)CC#N)cc1)C(=O)NC(=O)NC1CCCCC1 (configuration not stated)	-2	-2	-2	0.9	2	5	0	-9	1.1
N#C/C=C(/N)N1CCN(c2ccc(Cl)c(Cl)c2)CC1	1	0	4	3.6	38*	-3	17	-10	5.8

Results, previewed entries included:
SMILES	CHO parental Ca	M1 ag	CHRM1 antagonist	V1R ag counter	TAAR1 agonist	CHRM1 PAM	TAAR1 antagonist	OXTR potentiate	OXTR ag
Cn1c(=O)c2c(ncn2Cc2cc(-c3ccccc3)no2)n(C)c1=O	-10	-1	-7	7.1	8	2	12	-15	8.4
CC(OC(=O)c1ccc(NC(=O)CC#N)cc1)C(=O)NC(=O)NC1CCCCC1 (configuration not stated)	-2	-2	-2	0.9	2	5	0	-9	1.1
N#C/C=C(/N)N1CCN(c2ccc(Cl)c(Cl)c2)CC1	1	0	4	3.6	38*	-3	17	-10	5.8
Cn1[nH]c(=O)c2ccccc2c1=O	1	1	-31	-0.6	0	12	-3	-4	-0.4
Cc1cc(C)nc(NC(=O)c2cc([N+](=O)[O-])cc([N+](=O)[O-])c2)n1	-4	-2	-7	0.1	0	5	3	-4	-0.2
O=C(Cn1cnc2cc([N+](=O)[O-])ccc2c1=O)NC1CCS(=O)(=O)C1 (configuration not stated)	-1	-1	-14	0.0	7	13	11	8	1.2
O=C(OCC(=O)N1CCOCC1)c1cc(=O)[nH]c2ccccc12	-11	-1	-2	1.5	1	3	-6	-7	1.7
Cc1ccc(/C=N/Nc2ccc(F)cc2F)s1	-9	-3	-11	-0.8	6	4	-13	-12	-2.0
O=C(c1ccco1)N1CCN(C23CC4CC(CC(C4)C2)C3)CC1	-13	-7	13	1.1	0	-4	-11	4	0.3
Cc1cccc(N2CC(C(=O)O)CC2=O)c1 (configuration not stated)	10	-1	-2	-0.4	11	-1	-9	2	0.8
COc1cc(/C=C/C(=O)OCC(=O)c2ccc[nH]2)cc(OC)c1OC	-11	0	-7	0.9	1	4	6	-2	0.2
Cn1c(CC(=O)NNC(=O)c2ccc(F)cc2Cl)nc2ccccc21	-9	-3	1	0.5	0	2	-5	1	-0.7
O=C(OCCOCCOC(=O)Oc1ccccc1)Oc1ccccc1	nt	-3	1	nt	-1	3	-17	nt	nt
Cc1cc(C)cc(C(=O)NCC(=O)N2CCC(C(N)=O)CC2)c1	2	-3	-7	0.7	2	6	0	-9	1.5
COc1ccc(C2=NN(C(N)=S)C(c3ccccc3)C2)cc1 (configuration not stated)	-8	-7	-4	2.8	0	-4	4	-8	1.2
COc1ccc(S(=O)(=O)Cc2ccc(C(=O)O)o2)cc1	-9	-1	-10	-0.6	3	4	-14	-1	0.2
Cc1ccc(/C=C/C(=O)Nc2nnc(C)s2)o1	-3	0	9	1.0	0	-5	-18	1	-0.7
CCOC(=O)c1c(C)[nH]c(C)c1S(=O)(=O)NCCc1cccs1	-13	-5	2	1.3	41*	3	-10	-1	-0.1
CN(C)S(=O)(=O)c1cccc(NC(=O)c2c[nH]c3ccccc23)c1	-8	-8	4	12	34	-9	56*	-14	8.3
OC1CCCCC1Sc1nc2ccccc2s1 (configuration not stated)	-4	-4	-8	-1.1	13	3	-15	-5	-1.3
COc1ccc(NC(=O)CN(CC(=O)Nc2ccc(OC)cc2)C(C)(C)CO)cc1	-15	-5	-10	2.1	2	6	12	-11	0.0
CCC(CC)C(=O)N1CCCC(c2nc(-c3cccs3)no2)C1 (configuration not stated)	-16	-4	-4	0.0	11	3	5	-11	0.0
CCN(/N=C/c1ccc(N(C)C)cc1)c1nc2ccccc2[nH]1	nt	-11	-6	nt	-3	10	-12	nt	nt
O=C(Nc1nc(-c2ccc(F)c(F)c2)cs1)C1=COCCO1	-25	-6	-1	0.5	-1	5	15	-6	-1.1
O=C(C[C@@H]1C/C=C\CCC(=O)OC[C@H](Cc2ccccc2)NC1=O)N[C@@H](CO)Cc1ccccc1	-9	-7	7	0.2	6	-4	-7	-7	1.9

New compounds follow
SMILES	CHO parental Ca	M1 ag	CHRM1 antagonist	V1R ag counter	TAAR1 agonist	CHRM1 PAM	TAAR1 antagonist	OXTR potentiate	OXTR ag
CC(=O)Oc1ccc(NC(=O)Cc2ccccc2)cc1	4	0	2	0.2	1	-2	2	-4	-0.5
Cc1ccc[n+](-c2[nH]c(=O)sc2/C=N/NC(=O)c2ccccc2[O-])c1	-4	-2	9	-0.1	3	7	-13	4	-2.2
Nc1ncnc(N2CCOCC2)n1	nt	0	8	nt	0	0	-13	nt	nt
CCOC(=O)c1sc(NC(=O)COC(=O)C(CCSC)NC(C)=O)nc1C (configuration not stated)	-10	-8	-7	0.2	1	5	17	-4	0.8
O=C(COC(=O)c1cnccn1)c1ccc(C2CCCCC2)cc1	-2	-6	-3	3.5	3	10	-6	-5	0.2
Cc1nnc(SCC(=O)Nc2cc(S(=O)(=O)N3CCOCC3)ccc2C)s1	nt	-2	-10	nt	1	9	-6	nt	nt
O=C(CCCc1ccccc1)Nc1nccs1	-7	-1	-4	0.4	1	-2	-33	-10	-0.6
C=CCNC(=O)c1cc2nc(C3CC3)cc(C(F)F)n2n1	-7	-3	-8	-0.3	-1	6	8	4	-0.4
Cc1ccc2[nH]c(C(=O)O)c(NC(=O)c3ccccc3[N+](=O)[O-])c2c1	-6	-8	-17	1.3	6	9	-12	1	0.2
CCc1ccccc1OCC(=O)Nc1ccc(C)c(S(=O)(=O)N2CCCCCC2)c1	8	2	6	1.8	6	5	54*	-12	2.1
Cc1[nH]c2ccccc2c1/C=N/NC(=O)CNC(=O)c1ccco1	-31	-4	-16	0.5	1	9	1	-3	-0.5
O=C(Cc1ccc(Cl)cc1Cl)Nc1ccc(OC(F)F)c(Cl)c1	-8	-4	3	5.0	4	-7	30	-11	2.5
CN(Cc1ccccc1NS(=O)(=O)c1ccc(Cl)cc1)C1CCCCC1	-15	-8	-4	-1.0	1	0	-12	0	-1.4
Cc1ccc(N(C)C(=O)CCS(=O)(=O)c2cc3c(cc2Cl)NC(=O)CO3)cc1	-1	0	-1	0.8	4	-3	-21	-6	-0.2
O=C(NCc1ccc2c(c1)OCO2)c1ccc2c(c1)OCCO2	-3	-2	-10	0.0	16	7	-2	-11	0.2
COCCn1c(-c2ccc(OC(F)(F)C(F)C(F)(F)F)cc2)nc2c1c(=O)[nH]c(=O)n2CC(C)C (configuration not stated)	-22	-2	-4	-0.2	-3	1	-10	-10	-2.8
CC(C)c1ccccc1OCC(=O)Nc1nnc(C2CC2)s1	nt	-3	2	nt	0	1	-15	nt	nt
Cc1nnc(SCC(=O)N2CCN(S(=O)(=O)c3ccc(Cl)cc3)CC2)n(N)c1=O	-18	-5	-5	-1.3	-1	4	-3	-7	-2.0
CCN(CC)c1ccc(C(=O)OCC(=O)NC(C)(C)C)cc1	-18	-3	-12	-0.9	-1	8	-21	-3	-0.6
CCCc1nc2c(c(=O)c3ccccc3n2C)c(=O)n1-c1cc(C)cc(C)c1	-31	-5	-7	-0.8	20	10	-34	-3	-3.0
Cc1ccc(-n2c(=O)c3ccccc3n(CC(=O)C(C)(C)C)c2=O)cc1	-14	-3	-5	0.2	3	6	-27	1	-1.3
COc1ccc(-c2nnc(COc3ccc4ccccc4c3)o2)cc1OC	1	-3	-7	2.6	10	7	35	-6	1.3
O=C(COC(=O)C1CC2CCCC(C1)C2=O)NC(=O)c1ccc(OC(F)F)cc1 (configuration not stated)	1	-2	-5	1.1	3	8	-2	-4	-0.3
COc1ccc(COC(=O)c2cccc(S(=O)(=O)N3CCCC3)c2)cc1F	-10	-2	-7	4.5	0	12	-11	-6	1.4
O=C(CSc1nc(Nc2ccccc2)nc(N2CCOCC2)n1)Nc1ccccc1Cl	-11	0	-8	0.4	12	4	-1	-1	-0.3

Next part
SMILES	CHO parental Ca	M1 ag	CHRM1 antagonist	V1R ag counter	TAAR1 agonist	CHRM1 PAM	TAAR1 antagonist	OXTR potentiate	OXTR ag
OC(CN1CCN(c2cccc(Cl)c2)CC1)c1ccc(F)cc1 (configuration not stated)	-19	-10	9	3.0	3	-13	-2	-11	1.2
CCOc1c2ccc(C(=O)NCCc3cccs3)cc2nn1CC	-12	-5	-6	-0.3	16	6	10	-19	-1.5
CCc1c(O)nc(SCC(=O)Nc2nc3ccccc3s2)n(C2CCCCC2)c1=O	-2	-3	-12	4.3	-2	6	-33	-7	-2.6
COc1ccc(-c2sc3ccc(N4CCOCC4)cc3c2C#CCO)cc1	-11	-1	6	0.6	5	-3	38	-6	1.3
Cc1ccccc1OCc1nnc(SCC(=O)Nc2ccc(N3CCOCC3)cc2)n1C	-15	3	-4	-0.6	-3	1	-8	-6	0.8
NS(=O)(=O)c1ccc(NC(=O)Nc2ccc3c(c2)OCO3)cc1	nt	0	0	nt	3	6	-9	nt	nt
CC1CCCC(NC(=O)c2cccs2)C1C (configuration not stated)	-11	-5	-1	-0.6	-1	6	-10	0	-0.2
COc1ccccc1NC(=O)CCc1nnc2ccc(NCc3ccco3)nn12	6	5	5	-0.5	-1	-1	-2	-2	0.1
O=C(NCCCN1CCCCCC1)c1cc2c(=O)oc3ccccc3c2s1	-24	-13	13	1.4	1	-14	-30	-8	-0.1
COc1ccc(C2C(C#N)=C(N)SC(N)=C2C#N)cc1OC	-6	7	4	4.1	32	5	42	0	5.2
Cc1ccc(OCCSc2nc3ccccc3n2CCC(=O)O)c(C(C)C)c1	nt	-8	-5	nt	-1	5	-27	nt	nt
O=C(NCc1cccnc1)C(=O)NCC1OCCCN1S(=O)(=O)c1ccc(Cl)cc1 (configuration not stated)	-13	-9	-7	-0.1	10	12	6	-4	-0.3
O=Cc1ccc2c(c1)CCN2Cc1ccccc1	-2	-6	-9	0.1	-2	6	-6	-6	-1.4
CCc1ccc(C(C(=O)NCCOC)N(C(=O)Cn2nnc3ccccc32)c2cccnc2)cc1 (configuration not stated)	-8	2	-21	1.2	3	16	-11	-9	1.0
O=C(CCNC(=O)c1ccccc1)OCC(=O)c1cccc(Cl)c1	-11	0	-1	0.2	3	6	-10	-14	-0.4
CCCCNC(=O)COC(=O)c1c2c(nc3ccccc13)CCC2	-23	-7	9	0.1	7	-10	38	0	-0.1

Compound activity (PubChem)
